# Screening data from PubChem.
# IMPase Li inh – membrane-permeable IMPase blocker, potentiated with lithium. CHO-M1 cells, IP1 TR-FRET (IP-One), carbachol + lithium. Potency, µM (highest dose often 59.4 µM), inactives show at the highest dose activity, negative = IMPase inhibition, actives largely listed as inhibitors. hit rate 0.35% among 210,000. AID 1457;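 also: IP1 builds up when IMPase is blocked and the TR-FRET signal falls; potency is read from the fitted curve at half-maximal effect; plate controls were basal vehicle for no effect and high inhibitor control for full effect; nearly all actives have a fitted effect of over 50% in size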
#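 Steps: plate 2000 CHO-M1 cells per well and culture 16–30 h; add compound and lithium; incubate 30 min, 37C; add d2-IP1 tracer and Eu cryptate anti-IP1 antibody in lysis buffer; read after 10 min at room temperature.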
# HTT ATP protect – protects HTT-Q103 PC12 cells, measured by ATP. PC12 HTT-Q103 induced, cytoprotection, ATP luminescence, 40 h. Potency, µM (top dose mostly 56.4 µM), for the others: cytoprotection (ATP increase), usual class: activators. hit rate 0.14% among 230,000. AID 1471;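 also: potency is read from the fitted curve at half-maximal effect; % of control where 0% means no effect; nearly all actives have a fitted effect of over 45% in size; toxic huntingtin expression switched on by the ecdysone agonist tebufenozide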
#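 Huntington model: PC12 line, ecdysone-inducible HTTQ103 exon1–GFP, tebufenozide 100 nM. Test articles in a dose series. Endpoint luminescence from cellular ATP.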
# HTT aggregate – mutant huntingtin aggregation inhibition; Potency, µM (top dose mostly 46.1 µM), inactives show at the top dose activity change, negative = inhibition, hits mostly inhibitors; hit rate 1.1% among 220,000; PC12 HttQ103-GFP aggregates, Acumen cytometry, 40 h; also: potency is read from the fitted curve at half-maximal effect; % is scaled to controls: 0 for no effect and ±100 for the full control effect; nearly all actives have a fitted effect of over 60% in size
#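 Inducible Q103 Huntingtin exon 1–GFP PC12 line, 1500 cells/well in phenol red free DMEM with 5% equine and 5% calf serum. Tebufenozide 100 nM induced expression; compounds titrated; aggregates quantified by cytometry.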
# CBFb-RUNX1 inh – blocks binding between human CBF-beta and RUNX1 | AID 1477 | Potency, µM (titrated, usually from 59.8 µM), for inactives: at the highest dose activity, negative = inhibition, hits mostly inhibitors | AlphaScreen CBFb-His/RUNX1-biotin binding, biochemical | 230,000 tested, under 10 active; also: % of control where 0% means no effect
# Target sequence (Q01196 whole entry, looked up): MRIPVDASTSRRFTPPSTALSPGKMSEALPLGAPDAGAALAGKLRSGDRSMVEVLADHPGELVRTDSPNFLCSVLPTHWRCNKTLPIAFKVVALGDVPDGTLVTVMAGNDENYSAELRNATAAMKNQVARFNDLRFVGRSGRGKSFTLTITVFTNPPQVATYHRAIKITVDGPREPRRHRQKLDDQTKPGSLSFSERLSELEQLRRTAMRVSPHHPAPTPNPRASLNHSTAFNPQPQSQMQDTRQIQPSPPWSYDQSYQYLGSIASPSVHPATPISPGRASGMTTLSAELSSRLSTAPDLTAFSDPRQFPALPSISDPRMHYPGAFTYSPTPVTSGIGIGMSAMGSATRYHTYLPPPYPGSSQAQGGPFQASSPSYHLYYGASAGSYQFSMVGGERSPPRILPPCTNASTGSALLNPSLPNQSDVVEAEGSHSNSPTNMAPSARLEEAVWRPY
# Target sequence (Q13951 whole entry, looked up): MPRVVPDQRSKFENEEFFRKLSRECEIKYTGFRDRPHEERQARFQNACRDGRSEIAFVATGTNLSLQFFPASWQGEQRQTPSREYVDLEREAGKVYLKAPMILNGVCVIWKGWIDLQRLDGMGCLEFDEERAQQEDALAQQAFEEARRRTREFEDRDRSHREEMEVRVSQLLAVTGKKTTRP
#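 CBFb-His/RUNX1-biotin, 30 nM each, preincubated 20 min RT; compound 15 min RT; Ni + streptavidin beads 50 ng each, 90 min RT; AlphaScreen read.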
# LMNA splice mod – changes lamin A minigene splicing in HeLa cells | hit rate 0.01% among 200,000 | HeLa LMNA splicing GFP/RFP minigene ratio, 48 h | Potency, µM (top dose mostly 46.1 µM), for inactives: at the highest dose ratio change, negative = inhibition, usual class: inhibitors; active = well fitted inhibition curve with a large enough effect in the signal ratio, with a control signal flat, not every such curve was filed as active; inconclusive = small, poorly fitted or top-dose-only effect, or effect the other way, or a change in a side signal; the % refers to the signal ratio; also: potency is read from the fitted curve at half-maximal effect; % is scaled to controls: 0 for no effect and ±100 for the full control effect
#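 S3 HeLa cells stably expressing lamin A-EGFP splicing minigene plus DsRed2, 600 cells/well, 48 h compound exposure at 37C. Laser-scanning cytometry; analysed as GFP (500-530 nm)/RFP (575-640 nm) total intensity ratio; 0.5% DMSO vehicle.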
# SMN2 splice enh – enhancers of SMN2 splice variant expression; HEK293 SMN2-luciferase splicing reporter, luminescence, 30-36 h; Potency, µM (top dose mostly 46.1 µM), without a hit: top-dose activity change, positive = activation, most hits filed as activators; hit rate 2.8% among 210,000; AID 1458; also: potency is read from the fitted curve at half-maximal effect; % of control where 0% means no effect; nearly all actives have a fitted effect of over 55% in size
#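 HEK293 cells carry an SMN2 […]–luciferase reporter in which exon 7 inclusion puts luciferase in frame. Cells were plated 10-12 h before compound addition, then incubated 30-36 h at 37C. ONE-Glo luminescence was read; sodium butyrate at 4.5 mM final served as control.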
# KinaseGlo FLuc – counter-screen: inhibitors of Kinase-Glo firefly luciferase; Q27757; Kinase-Glo luciferase, ATP luminescence, 8 min; Potency, µM (titrated, usually from 38.3 µM), for inactives: at the top dose activity change, negative = inhibition, most hits filed as inhibitors; hit rate 0.28% among 200,000; also: potency is read from the fitted curve at half-maximal effect; % is scaled to controls: 0 for no effect and ±100 for the full control effect; nearly all actives have a fitted effect of over 60% in size
#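 Kinase-Glo luciferase light output from ATP and luciferin was measured with 10 uM ATP, within the enzyme's linear range. Buffer: 50 mM imidazole pH 7.2, 50 mM KCl, 7 mM MgCl2, 0.01% Tween 20, 0.05% BSA; luminescence read after 8 min at ambient temperature.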
# Numbers without * were called inactive; u = inconclusive; x = not tested or not shown; [ ] = remark or other dose. Unless noted, calls follow the shape of the dose curve; as a rule, active = well fitted curve in the direction sought with a large enough effect; inconclusive = small, poorly fitted or top-dose-only effect, or another doubt; inactive = no such curve, though single readings can be large; an effect the other way counts as inactive or inconclusive. Rows are unselected (roughly 4% active in at least one column).
SMILES	IMPase Li inh	HTT ATP protect	HTT aggregate	CBFb-RUNX1 inh	LMNA splice mod	SMN2 splice enh	KinaseGlo FLuc
O=S(=O)(Nc1cccc(Oc2cnccn2)c1)c1ccc(F)cc1	8%	-1%[10 µM]	18%	6%	12%[46 µM]	-6%	0%
N#Cc1cccc(NC(=O)N2CCCC3(CCN(C(=O)c4csnn4)CC3)C2)c1	18%	0%	x	x	x	-2%	-1%
N#CCSc1nc2ccccc2c(=O)n1CCCC(=O)NCc1ccco1	1%	-8%	-10%	1%	x	-12%	-2%
CCn1c2ccccc2c2cc(Nc3cc(C)nc4ncnn34)ccc21	17%	-31%[inhibitor]	u	-11%	11%	-10%	5%
O=C(CCc1ccc(S(=O)(=O)N2CCOCC2)cc1)N/N=C/c1ccc(F)cc1F	11%	-10%	-27%	8%	-5%[46 µM]	-9%	6%
Cn1ncc(Br)c1N1C(=O)CCC1=O	x	32%[10 µM]	-7%[9.22 µM]	7%	x	x	x
CC(Nc1cc(N2CCCC2)ccc1[N+](=O)[O-])c1ccccc1 (stereo not given)	-5%[38.3 µM]	-39%[inhibitor]	-6%	0%	16%	16%	-2%
CCN(CC)c1ncnc2scc(C3COc4ccccc4O3)c12 (stereo not given)	21%	21%[10 µM]	u	1%	-22%	-42%[inhibitor]	1%
O=C(CSc1nnc(-c2cccnc2)n1Cc1ccco1)N1c2ccccc2Sc2ccccc21	33%[38.3 µM]	2%	-5%	-4%	-14%	7%	2%
COc1ccccc1N1CCN(C(=O)COc2ccc(Cl)cc2)CC1	12%[38.3 µM]	-9%	-5%	0%	u	3%	-6%
COc1ccc(OCC(=O)Nc2ccncc2)cc1	x	6%[10 µM]	-15%[9.22 µM]	1%	x	x	x
Cc1cc(Cl)ccc1NC(=O)C1CCN(S(C)(=O)=O)CC1	5%	16%[10 µM]	3%[9.22 µM]	-4%	-8%[46 µM]	x	3%
Cc1cccc(NC(=O)Nc2ccc(S(N)(=O)=O)cc2)c1	x	0%[10 µM]	14%[9.22 µM]	5%	x	x	x
Cc1ccc(C(=O)SC2=NCCS2)cc1	11%	-8%[10 µM]	16%	-1%	-3%	-23%	1%
Cc1cccc(N2C(S)=C(C#N)C(=O)NC2c2ccco2)c1 (stereo not given)	u	19%[10 µM]	20%[9.22 µM]	7%	x	x	0%
CCCCC1(C)NC(=O)N(CC(=O)Nc2ccc(S(=O)(=O)N3CCOCC3)cc2)C1=O (stereo not given)	7%[38.3 µM]	4%[10 µM]	15%	1%	6%	18%	10%
O=C(Nc1ccccc1C(=O)NC1CCCCC1)c1ccco1	-1%	-11%[10 µM]	7%	11%	-5%	-4%	-2%
C=CCn1c(COc2cccc(C)c2)nnc1SCn1nnc2ccccc2c1=O	8%	20%[0.074 µM]	-4%	3%	u	3%	0%
COCCNC(=O)c1cc(-c2cccc(OC)c2)on1	4%[38.3 µM]	-27%	-12%	-4%	2%	11µM*	-8%
Cc1cccc(NC(=S)NCCC(c2ccccc2)c2ccccc2)c1	10%	x	u	-8%	u	-14%	1%
COc1ccc(C(c2nnnn2C(C)(C)C)N2CCN(c3nc4ccccc4s3)CC2)cc1 (stereo not given)	32%[activator][38.3 µM]	2%[10 µM]	-25%	-9%	u	-14%	2%
COc1cc(C2c3c(oc4ccccc4c3=O)C(=O)N2Cc2ccncc2)ccc1O (stereo not given)	2%[38.3 µM]	-3%	2%	4%	15%	-9%	-2%
CCCCCCCC(=O)NNC(=O)c1c(O)c2ccccc2[nH]c1=O	x	13%[10 µM]	7%[9.22 µM]	2%	x	x	x
COc1cc(OC)c(C(=O)OCC(=O)N(Cc2ccccc2)C(C)(C)C)cc1OC	-3%	5%	7%	0%	-1%[46 µM]	-4%	-1%
Cc1ccc(N(CC(O)Cn2c3ccccc3c3ccccc32)S(C)(=O)=O)c(C)c1 (stereo not given)	8%[38.3 µM]	-78%[inhibitor]	-5%	6%	u	-22%	9%
CCOC(=O)CON1C(=O)C(=O)N(OCC(=O)OCC)[C@H]2CCCC[C@H]21	x	-3%[10 µM]	1%[9.22 µM]	4%	x	x	x
CCN(CC)CCCN=Cc1c(O)n(-c2ccccc2C)c(=O)c2ccccc12	x	7%[10 µM]	-31%[9.22 µM]	5%	x	x	x
COc1cccc(NC(=O)c2ccc(-c3ccccc3[N+](=O)[O-])o2)c1	32%[activator]	-47%[inhibitor]	-13%	-16%	x	-8%	1%
CCn1c(Cn2nnc(-c3ccccc3)n2)nnc1SCC(=O)Nc1ccc(C(C)=O)cc1	6%[38.3 µM]	-1%[10 µM]	11%	2%	5%	14%	-8%
COc1ccc(Cn2c3nc4ccccc4nc3c3c(=O)n(Cc4ccco4)cnc32)cc1	20%[38.3 µM]	-4%[0.074 µM]	u	u	10%	12%	1%

# 7 neighbouring records from above:
SMILES	IMPase Li inh	HTT ATP protect	HTT aggregate	CBFb-RUNX1 inh	LMNA splice mod	SMN2 splice enh	KinaseGlo FLuc
COc1ccc(C(c2nnnn2C(C)(C)C)N2CCN(c3nc4ccccc4s3)CC2)cc1 (stereo not given)	32%[activator][38.3 µM]	2%[10 µM]	-25%	-9%	u	-14%	2%
COc1cc(C2c3c(oc4ccccc4c3=O)C(=O)N2Cc2ccncc2)ccc1O (stereo not given)	2%[38.3 µM]	-3%	2%	4%	15%	-9%	-2%
CCCCCCCC(=O)NNC(=O)c1c(O)c2ccccc2[nH]c1=O	x	13%[10 µM]	7%[9.22 µM]	2%	x	x	x
COc1cc(OC)c(C(=O)OCC(=O)N(Cc2ccccc2)C(C)(C)C)cc1OC	-3%	5%	7%	0%	-1%[46 µM]	-4%	-1%
Cc1ccc(N(CC(O)Cn2c3ccccc3c3ccccc32)S(C)(=O)=O)c(C)c1 (stereo not given)	8%[38.3 µM]	-78%[inhibitor]	-5%	6%	u	-22%	9%
CCOC(=O)CON1C(=O)C(=O)N(OCC(=O)OCC)[C@H]2CCCC[C@H]21	x	-3%[10 µM]	1%[9.22 µM]	4%	x	x	x
CCN(CC)CCCN=Cc1c(O)n(-c2ccccc2C)c(=O)c2ccccc12	x	7%[10 µM]	-31%[9.22 µM]	5%	x	x	x

# Continued:
SMILES	IMPase Li inh	HTT ATP protect	HTT aggregate	CBFb-RUNX1 inh	LMNA splice mod	SMN2 splice enh	KinaseGlo FLuc
COCc1cc(C)nc(OCC(=O)N/N=C\c2cc(C)n(-c3cccc(C(F)(F)F)c3)c2C)c1C#N	-3%[38.3 µM]	-27%	0%	-4%	-5%	-39%[inhibitor]	0%
Cc1ccc(OCCNC(=O)C2CCCCC2)cc1	1%	x	6%	-3%	x	0%	2%
CCOc1ccccc1NC(=O)CSc1nnnn1Cc1ccccc1	27%[38.3 µM]	-13%	-22%	0%	-4%	-15%	-1%
COc1ccc(C(CC(=O)N2CCCCC2)NC(=O)C(F)(F)F)cc1 (stereo not given)	-1%	-11%[10 µM]	-5%	u	8%[46 µM]	0%	-1%
CCCCC(=O)N(Cc1ccc2c(c1)OCO2)Cc1nc2ccccc2c(=O)[nH]1	11%	18%[10 µM]	7%[9.22 µM]	1%	-5%[9.22 µM]	x	-4%
COc1ccc(N2CCN(S(=O)(=O)Cc3ccccc3)CC2)cc1	-1%[38.3 µM]	-1%	8%	2%	6%	-5%	1%
CCOC(=O)N1CCN(c2c(-c3ccc(C)c(C)c3)c(=O)c2=O)CC1	0%	14%[10 µM]	12%	0%	2%	-3%	3%
CCCC(C(=O)Nc1nccs1)c1ccccc1 (stereo not given)	9%[38.3 µM]	9%	-21%	0%	17%	-5%	4%
OCCC1CN(Cc2c(O)ccc3ccccc23)CCN1CCc1ccccc1 (stereo not given)	12%	-3%[10 µM]	-4%[9.22 µM]	-2%	u	x	0%
CC(NC(=O)c1ccc(N2CCCC2=O)cc1)c1ccccc1 (stereo not given)	-5%[38.3 µM]	-6%	7%	-3%	10%	-16%	-2%
COc1ccc(Nc2nc3ccccc3s2)cc1	8%	x	x	-1%	x	10µM*	-8%
CCN(CCNC(=O)c1cccc(N2CCCC2=O)c1)c1ccccc1	0%[38.3 µM]	-35%	21%	0%	-5%	6%	-1%
Cc1cccc(-c2noc(CN(C(=O)c3ccc4c(c3)OCO4)C(C)C)n2)c1	24%[38.3 µM]	-15%[0.074 µM]	u	7%	u	-4%	1%
CC(C)=CCC(C)(C)/C=N/NC(N)=O	x	5%[10 µM]	-9%[9.22 µM]	-8%	x	x	x
COc1ccc(-c2nnc(SCc3ccccc3)n2N)cc1	-3%[38.3 µM]	-3%	-11%	1%	5%	8%	-3%
CCC(=O)Nc1cc(Cl)ccc1C(=O)O	6%[38.3 µM]	-16%	-1%	3%	2%	-23%	-3%
COc1ncc2nc(-c3ccc(F)cc3)c(=O)n(Cc3ccc(F)cc3)c2n1	8%	-21%	x	x	-7%	x	x
CCOc1[nH]n(-c2ccccc2)c(=O)c1C=NCc1ccncc1	-4%	-52%	1%	14%	24%[46 µM]	5%	9%
